PABP1 MLLE inh: inhibitors of microRNA-mediated deadenylation, human PABP1 MLLE binding | hit rate 0.36% among 360,000 | GST-MLLE / FITC-PAM2 fluorescence polarization | inhibition, % at 20 µM; in the data active = inhibition above about 35%, passing the limit was not always enough;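 also: plate controls were DMSO wells with GST-MLLE for no effect and wells lacking GST-MLLE protein for full effect; some results filed as inactive read as strong as hits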
Neddyl block: cullin neddylation inhibition; hit rate 0.58% among 360,000; AID 651699; calls only at 25 µM; P61081+Q13564; TR-FRET cullin neddylation, biochemical; in the data active = inhibition above about 36%
SKN-1 block: C. elegans SKN-1 inhibition | C. elegans VP596 Pgst-4::GFP/RFP ratio, acrylamide-induced, 24 h | inhibition, % at 21.8 µM | hit rate 0.49% among 360,000 | AID 624304;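 active = interference check ratio from 0.5 to 1.5 plus GFP to RFP signal ratio inhibition reaching or exceeding a fixed threshold, cut at about 30% in these data, passing the limit was not always enough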; also: some compounds called inactive have numbers as strong as hits
Rin1-Abl PPI inh: human Rin1-Abl interaction inhibition | TR-FRET Rin1/Abl binding, biochemical | AID 588664 | P00519+Q13671 | inhibition, % at 7.35 µM | hit rate 0.4% among 360,000; in the data active = inhibition above about 5%, passing the limit was not always enough
MT1-MMP act inh: blocks activation of human MT1-MMP; HT1080 RFP-PRO-GFP cells, GFP/RFP ratio fluorescence, overnight; percent of plate control window, DMSO zero; P50281; hit rate 0.061% among 360,000; AID 651647; GFP/RFP ratio change, % at 20 µM;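 active = GFP/RFP ratio change of at least 30% with cell ATP level not reduced by more than half and red fluorescence within 50% of control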; also: strong numbers were not always called active
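Compound: 20 µM single dose, 1% DMSO / System: HT1080 RFP-PRO-GFP cells / Controls: DMSO and RFP-L50D-GFP cell wells / Read-out basis: GFP/RFP fluorescence ratio / Schedule: overnight compound exposure at 37 °C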
NadD inh: NadD (S. aureus) enzyme inhibition. purified NadD enzyme, colorimetric absorbance read-out. inhibition, % at 20 µM. hit rate 0.78% among 360,000; in the data active = inhibition above about 26%; also: some compounds past the cut are filed as inactive
Rpn11 inh: Rpn11 (human) deubiquitinase inhibition; O00487; human 26S proteasome, Ub4-pepOG fluorescence polarization; 20S core pre-blocked with epoxomicin; calls only at 20 µM; hit rate 0.59% among 360,000;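 active = inhibition at 20 µM, scaled to each plate's controls, above about 33%, limit read from the data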
FAS TE block: inhibitors of human fatty acid synthase thioesterase domain; P49327; recombinant FAS-TE, OMFH fluorogenic substrate, fluorescence endpoint; inhibition, % at 15 µM; hit rate 0.67% among 360,000; AID 602261;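 active = compounds whose normalised, plate-corrected inhibition of enzyme fluorescence in the single-dose primary screen is 50% or more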;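 also: 0% = DMSO with enzyme and 100% = substrate without enzyme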
CSN deneddyl inh: inhibitors of human CSN-mediated cullin deneddylation; Purified CSN, SCF-Nedd8-OG deneddylation, fluorescence polarization; inhibition, % at 12.5 µM; hit rate 0.38% among 360,000;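 active = pattern-corrected inhibition above about 35%, with an unprinted fluorescence ratio check between 0.5 and 1.5, limit read from the data, passing the limit was not always enough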;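 also: 0% = enzyme with substrate and 100% = substrate without enzyme; some results filed as inactive read as strong as hits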
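test system = HEK293T-derived human Csn5 enzyme | amount = 0.24 nM Csn5 enzyme, final concentration | medium = Tris/NaCl/DTT buffer, pH 7.5 | schedule = 90 min reaction at room temperature | signal = FP | evaluation = inhibition of Csn5 cleavage, % | compound dosing = single dose of 12.5 µM compound with 0.25% DMSO | probe or stimulus = 10 nM SCFSkp2-Nedd8OG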
* hit, by the source's call; i = inactive; / = no result given.

Screens in order: PABP1 MLLE inh, Neddyl block, SKN-1 block, Rin1-Abl PPI inh, MT1-MMP act inh, NadD inh, Rpn11 inh, FAS TE block, CSN deneddyl inh
1) O=[N+]([O-])c1cc(C(F)(F)F)ccc1Oc1cccnc1[N+](=O)[O-]
→ -8, i, 6, 2, 6, -1, i, 1, 4
2) CCOC(=O)C(/C=C(\C#N)C(=O)OCC)=C(/N)N1CCN(c2ccc(Cl)cc2)CC1
→ 5, i, 5, 2, 5, 0, i, 8, 3
3) N#Cc1ccc(CN2CCN(C(=O)CCNS(=O)(=O)c3ccc(F)c(F)c3)CC2)cc1
→ 8, i, 13, 1, 0, -1, i, -6, 0
4) CC1CC(OC(=O)c2ccccc2C(=O)c2ccc(Cl)cc2)C(=O)O1 (stereo not drawn)
→ 5, i, 3, 3, -3, -1, i, 0, 5
5) CCOc1ccc(N(CC(=O)N2CCOCC2)S(=O)(=O)c2ccc(F)cc2)cc1
→ -1, i, 4, -1, -5, 2, i, -3, 2
6) CCCCN(Cc1cc2cc(OC)ccc2[nH]c1=O)C(=O)COc1ccccc1
→ -9, i, 3, 2, 4, -3, i, 0, -7
7) CCOC(=O)C1=CCC(c2ccccc2)N(S(=O)(=O)c2ccccc2)C1 (stereo not drawn)
→ -4, i, 10, 2, -1, -10, i, 19, -3
8) c1cc2c(cc1C1CCCCC1)c1c3n2CCN=C3CCC1
→ -32, i, 19, -2, -4, 23, i, -2, 4
9) CN(C)S(=O)(=O)c1cccc(C(=O)NCc2cccs2)c1
→ 9, i, 7, 2, 3, -5, i, 2, -7
10) Cc1ccccc1C(=O)Nc1ccc(-c2nnc(SC(C)C(=O)O)n2C)cc1 (stereo not drawn)
→ -3, i, 0, 0, 0, -3, i, -7, 2
11) COc1cc(-n2c(=O)c3ccccc3n(CC(=O)c3ccc(F)cc3)c2=O)cc(OC)c1OC
→ 21, i, -2, -3, 0, 4, i, -8, 3
12) CN(Cc1cccnc1)Cc1cn(C)nc1-c1cccc(Cl)c1
→ 3, i, 8, -1, -2, -3, i, -2, 3
13) C=CS(=O)(=O)N(Cc1ccccc1Br)[C@H](CO)CC(C)C
→ 7, i, 6, 1, 0, -29, i, -7, 6
14) CC(=O)c1ccc(OCCCC(=O)Nc2ccc(S(=O)(=O)N3CCOCC3)cc2)cc1
→ -4, i, 14, 1, 0, -4, i, -3, 4
15) Cc1cc(C)cc(NC(=O)Nc2ccc(Cl)cn2)c1
→ 3, i, 0, 2, -3, 6, i, -6, 6
16) Clc1ncc(CSc2ccccc2)s1
→ 21, i, 39*, -1, 0, 1, i, 5, 0
17) COc1ccc(N(C)C(=O)CCC(=O)Nc2ccc3nc(N4CCOCC4)cc(C)c3c2)c(OC)c1
→ -1, /, -27, -6, 2, 1, i, -9, 4
18) C/C(=N\NC(=O)C(=O)Nc1cccc(C(F)(F)F)c1)c1ccc(Cl)s1
→ 9, /, 7, 1, -6, 19, i, -4, 0
19) COc1cccc(C(=O)NCC(C)(C)SCc2ccc(F)cc2)c1
→ 2, i, 27, 2, 1, -8, i, 12, 1
20) CC1(S(=O)(=O)O)CC(=O)c2ccccc2C1=O (stereo not drawn)
→ 16, i, -1, -1, -53, -5, i, -2, 3

Exported screen by screen: part of the list above
6: CCCCN(Cc1cc2cc(OC)ccc2[nH]c1=O)C(=O)COc1ccccc1
7: CCOC(=O)C1=CCC(c2ccccc2)N(S(=O)(=O)c2ccccc2)C1 (stereo not drawn)
8: c1cc2c(cc1C1CCCCC1)c1c3n2CCN=C3CCC1
9: CN(C)S(=O)(=O)c1cccc(C(=O)NCc2cccs2)c1
10: Cc1ccccc1C(=O)Nc1ccc(-c2nnc(SC(C)C(=O)O)n2C)cc1 (stereo not drawn)
11: COc1cc(-n2c(=O)c3ccccc3n(CC(=O)c3ccc(F)cc3)c2=O)cc(OC)c1OC
12: CN(Cc1cccnc1)Cc1cn(C)nc1-c1cccc(Cl)c1
13: C=CS(=O)(=O)N(Cc1ccccc1Br)[C@H](CO)CC(C)C
entry no. | 6 | 7 | 8 | 9 | 10 | 11 | 12 | 13
PABP1 MLLE inh | -9 | -4 | -32 | 9 | -3 | 21 | 3 | 7
Neddyl block | i | i | i | i | i | i | i | i
SKN-1 block | 3 | 10 | 19 | 7 | 0 | -2 | 8 | 6
Rin1-Abl PPI inh | 2 | 2 | -2 | 2 | 0 | -3 | -1 | 1
MT1-MMP act inh | 4 | -1 | -4 | 3 | 0 | 0 | -2 | 0
NadD inh | -3 | -10 | 23 | -5 | -3 | 4 | -3 | -29
Rpn11 inh | i | i | i | i | i | i | i | i
FAS TE block | 0 | 19 | -2 | 2 | -7 | -8 | -2 | -7
CSN deneddyl inh | -7 | -3 | 4 | -7 | 2 | 3 | 3 | 6

14: CC(=O)c1ccc(OCCCC(=O)Nc2ccc(S(=O)(=O)N3CCOCC3)cc2)cc1
15: Cc1cc(C)cc(NC(=O)Nc2ccc(Cl)cn2)c1
16: Clc1ncc(CSc2ccccc2)s1
17: COc1ccc(N(C)C(=O)CCC(=O)Nc2ccc3nc(N4CCOCC4)cc(C)c3c2)c(OC)c1
18: C/C(=N\NC(=O)C(=O)Nc1cccc(C(F)(F)F)c1)c1ccc(Cl)s1
19: COc1cccc(C(=O)NCC(C)(C)SCc2ccc(F)cc2)c1
20: CC1(S(=O)(=O)O)CC(=O)c2ccccc2C1=O (stereo not drawn)
entry no. | 14 | 15 | 16 | 17 | 18 | 19 | 20
PABP1 MLLE inh | -4 | 3 | 21 | -1 | 9 | 2 | 16
Neddyl block | i | i | i | / | / | i | i
SKN-1 block | 14 | 0 | 39* | -27 | 7 | 27 | -1
Rin1-Abl PPI inh | 1 | 2 | -1 | -6 | 1 | 2 | -1
MT1-MMP act inh | 0 | -3 | 0 | 2 | -6 | 1 | -53
NadD inh | -4 | 6 | 1 | 1 | 19 | -8 | -5
Rpn11 inh | i | i | i | i | i | i | i
FAS TE block | -3 | -6 | 5 | -9 | -4 | 12 | -2
CSN deneddyl inh | 4 | 6 | 0 | 4 | 0 | 1 | 3

Continuation.
Screens in order: PABP1 MLLE inh, Neddyl block, SKN-1 block, Rin1-Abl PPI inh, MT1-MMP act inh, NadD inh, Rpn11 inh, FAS TE block, CSN deneddyl inh
21) O=C1CC[C@@H](CN(Cc2ccccc2)Cc2cn[nH]c2-c2cc3ccccc3o2)N1
→ 17, i, 1, 2, -1, -3, i, 10, 3
22) CC(C)COC(=O)N(C)C[C@@H]1OCc2cnnn2CCCC(=O)N([C@@H](C)CO)C[C@@H]1C
→ -1, i, 4, 2, -1, -3, i, -7, 3
23) CC(=O)NC1(C2CCCCC2=O)CCCCC1 (stereo not drawn)
→ -3, i, -17, 1, 7, -5, i, -11, 0
24) O=C(CCS(=O)(=O)c1cccs1)Nc1ccc(C(=O)NC2CCN(Cc3ccccc3)CC2)cc1
→ -3, i, -9, -1, 2, -10, i, -6, -5
25) COc1ccc2ccccc2c1CN1CCN(C)CC1
→ 2, i, 4, 1, 2, -2, i, -13, 3
26) N#Cc1nc(COc2ccccc2)oc1N1CCCC1
→ -2, i, 4, 2, -11, -2, i, 19, 8
27) CC1OC(C(C)(C)C)CC2=C1C(=O)OC(C)(C)O2 (stereo not drawn)
→ /, i, 13, /, 1, -5, /, -7, 1
28) Cc1c(NC(=O)c2nn3c(C(F)(F)F)cc(-c4ccccc4)nc3c2Br)c(=O)n(-c2ccccc2)n1C
→ 4, i, 5, 0, -4, 6, i, 2, 7
29) COc1ccc(S(=O)(=O)N2CCOC2CNC(=O)C(=O)NCc2ccc3c(c2)OCO3)cc1C (stereo not drawn)
→ -7, i, 15, 1, 2, -2, i, 1, -1
30) Cc1c(C(=O)NCCO)sc2nc3n(c(=O)c12)CCC3
→ 8, i, 0, 2, 5, -3, i, -4, -2
31) COC(=O)c1ccccc1NC(=O)N1CCN(Cc2ccco2)CC1
→ 6, i, -3, -1, 0, 1, i, -8, 1
32) O=c1ccc(=O)n(CCc2ccccn2)[nH]1
→ 5, i, 15, -1, 0, -8, i, -6, -4
33) O=C(NCc1ccc(F)cc1)C(c1ccco1)N(C(=O)c1csnn1)c1ccccc1 (stereo not drawn)
→ 13, i, -6, 4, 0, -6, i, 0, 1
34) Cc1cccc(C)c1NC(=O)COC(=O)c1c(C)nn(-c2ccccc2)c1C
→ -39, i, 15, 1, -2, 1, i, -5, -1
35) CON1C(=O)C(=O)N(OC)C2CCCCCC21 (stereo not drawn)
→ 14, i, 5, 2, -2, 4, i, -5, -10
36) Cc1ccc(C(=O)OCc2nc3ccccc3s2)o1
→ -6, i, 26, -3, -3, -4, i, 5, 7
37) COc1ccccc1C1CCN(Cc2c(C)[nH]c3ccccc23)CC1
→ 7, i, -24, 5, -1, -4, i, 0, -3
38) O=C(Nc1ccc(NC(=O)c2cccs2)cc1)c1cccnc1
→ -6, i, -7, -3, 2, -7, i, -6, 0
39) CC(C)(C)C(=O)Nc1c2c(nc3c1CCC3)CCCC2
→ 1, i, 0, 2, 6, 0, i, -3, -5
40) CCOc1ccc(N(CC(=O)Nc2ccc(C)cc2)S(C)(=O)=O)cc1
→ -2, i, 11, 1, -1, -1, i, 3, -3

Next section:
Screens in order: PABP1 MLLE inh, Neddyl block, SKN-1 block, Rin1-Abl PPI inh, MT1-MMP act inh, NadD inh, Rpn11 inh, FAS TE block, CSN deneddyl inh
41) CCOC(=O)c1cc2c(ccn2C)n1Cc1ccc(Cl)cc1
→ -2, i, 7, -3, -6, -3, i, 22, -1
42) C/C(=N\NC(=O)C(=O)Nc1c(C)n(C)n(-c2ccccc2)c1=O)c1ccncc1
→ 14, i, -6, 1, -2, -6, i, -6, 1
43) O=C(NC1CCN(C(=S)NCCc2ccccc2)CC1)C1CC1
→ -119, i, 2, 1, -2, 1, i, -1, 1
44) CCN(CC)Cc1nc2c(c(=O)[nH]1)C(CC)(CC)Cc1ccccc1-2
→ -1, i, -6, 3, 1, -10, i, 0, -2
45) CCOc1ccc(NC(=O)CCN2C(=O)c3cccc([N+](=O)[O-])c3C2=O)cc1
→ 11, i, 29, -3, 3, 6, i, 15, 1
46) CCOC(=O)C1=CCN(S(=O)(=O)c2ccccc2Cl)C1c1ccccc1 (stereo not drawn)
→ 9, i, 4, 2, 0, -12, i, 13, -4
47) CC1CCCN(C(=O)c2cc3c(=O)n4ccccc4nc3s2)C1 (stereo not drawn)
→ -10, /, 6, -2, 2, -2, i, -6, 7
48) O=C1c2cccnc2C(O)N1Cc1ccc(F)cc1 (stereo not drawn)
→ 0, i, 6, -2, 7, -6, i, -4, 3
49) C/C(=N\NC(=O)CN1CCCCC1)c1ccccc1O
→ -54, i, -10, 0, 2, -3, i, -2, -3
50) O=C(CCN1C(=O)/C(=C/c2ccc(F)cc2)SC1=S)N[C@@H](CO)Cc1ccccc1
→ 9, i, 6, 2, -3, 5, i, 12, 2
51) O=C(Cc1ccccc1)Nc1ccc(-c2nnc(-c3ccco3)o2)cc1
→ -17, i, 7, -2, 0, 7, i, -5, 11
52) CCCN1C2CCCC1CC(NC(=O)c1cccc([N+](=O)[O-])c1)C2 (stereo not drawn)
→ 8, i, -6, -3, -2, -8, i, -5, 1
53) c1ccc(-c2nccc(-c3ccc4c(c3)OCO4)n2)cc1
→ 4, i, 16, 1, -2, -1, i, 25, -1
54) COc1ccccc1NC(=O)Cn1cnc2c(nnn2-c2ccc(C)cc2)c1=O
→ -2, i, 3, -5, -1, -1, i, -3, 5

Source: PubChem BioAssay
